FXIa mix inh: factor XIa (human) inhibition, mixture screen; purified FXIa, fluorogenic substrate, pooled mixtures; inhibition, % at 5 µM; hit rate 0.19% among 62,000; AID 680;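 note: each value is inhibition by a whole ten-compound pool holding the compound; 0% = enzyme with no mixture and 100% = wells lacking enzyme; strong numbers were not always called active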
Target sequence (P03951 19-387 limits assumed): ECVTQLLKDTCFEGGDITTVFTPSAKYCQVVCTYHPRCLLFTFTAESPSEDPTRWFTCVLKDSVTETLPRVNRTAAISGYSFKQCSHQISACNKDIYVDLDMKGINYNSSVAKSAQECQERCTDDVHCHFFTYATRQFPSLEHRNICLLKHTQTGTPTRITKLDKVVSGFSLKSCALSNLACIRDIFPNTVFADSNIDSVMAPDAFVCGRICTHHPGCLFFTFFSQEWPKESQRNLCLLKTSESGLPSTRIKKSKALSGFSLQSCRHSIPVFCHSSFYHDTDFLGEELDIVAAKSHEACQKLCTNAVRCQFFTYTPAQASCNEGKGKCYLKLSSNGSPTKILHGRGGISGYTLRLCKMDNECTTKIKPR
Target sequence (P03951 388-625 limits assumed): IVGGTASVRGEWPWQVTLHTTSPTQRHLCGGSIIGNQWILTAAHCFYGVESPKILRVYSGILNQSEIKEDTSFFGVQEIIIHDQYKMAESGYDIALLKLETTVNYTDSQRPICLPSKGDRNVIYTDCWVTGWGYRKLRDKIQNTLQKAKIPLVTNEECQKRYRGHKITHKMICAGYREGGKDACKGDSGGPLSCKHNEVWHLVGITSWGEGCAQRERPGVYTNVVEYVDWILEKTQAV
CatB inh: human cathepsin B inhibition; hit rate 0.1% among 63,000; AID 453; purified cathepsin B, fluorogenic substrate, fluorescence; inhibition, %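 (tested at 10 µM)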; in the data active = inhibition above about 21%;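 note: 0% = enzyme with no compound and 100% = no enzyme blank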
CatS block: blocks human cathepsin S protease activity. P25774. recombinant cathepsin S, AMC dipeptide fluorescence, pooled mixtures. inhibition, %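 (tested at 5 µM per compound within 10-compound mixtures)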. hit rate 0.06% among 62,000. AID 501; in the data active = inhibition above about 32%, passing the limit was not always enough; inconclusive = no clear call, values can overlap the other calls;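 note: 0% = enzyme without compound and 100% = blank without enzyme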
Cathepsin G inh: inhibitors of human cathepsin G; P08311; purified enzyme, AMC-tetrapeptide fluorescence, pooled mixtures; inhibition, % at 5 µM (by protocol); hit rate 0.2% among 62,000; AID 581;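 active = inhibition above 20% in each of the two mixture wells holding the compound; inactive = inhibition of 20% or less in either well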;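 note: 0% = enzyme control without mixture and 100% = blank lacking enzyme; strong numbers were not always called active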
Target sequence (P08311 21-244 limits assumed): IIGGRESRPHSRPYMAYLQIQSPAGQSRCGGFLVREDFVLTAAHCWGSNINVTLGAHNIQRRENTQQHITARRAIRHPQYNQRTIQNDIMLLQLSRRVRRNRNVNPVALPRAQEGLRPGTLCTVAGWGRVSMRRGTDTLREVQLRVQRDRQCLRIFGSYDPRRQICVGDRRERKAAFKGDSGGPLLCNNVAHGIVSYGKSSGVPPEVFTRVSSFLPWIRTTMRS
FXIIa mix inh: inhibitors of human coagulation factor XIIa, pooled mixtures. P00748. purified FXIIa, fluorogenic substrate. inhibition, % at 5 µM. hit rate 0.2% among 62,000. AID 684;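 note: 0% = enzyme without compound and 100% = no enzyme blank; some results filed as inactive read as strong as hits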
CatB mix inh: inhibitors of human cathepsin B in compound mixtures. Purified cathepsin B, AMC dipeptide fluorescence. inhibition, %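 (ten-compound pools at 5 µM per compound and 50 µM total)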. hit rate 0.06% among 62,000. P07858. AID 488; in the data active = inhibition above about 22%, passing the limit was not always enough; inconclusive = no clear call, values can overlap the other calls;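 note: 0% = enzyme without compound and 100% = no enzyme blank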
C1s block: human complement C1s inhibition. P09871. purified C1s, fluorogenic AMC substrate, pooled mixtures. mean inhibition % of two 10-compound mixtures (stronger effect = higher value), % at 5 µM (by protocol). hit rate 0.16% among 62,000. AID 538;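 active = inhibition above 20% in each of the two 10-compound mixture wells holding the compound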;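 note: 0% = enzyme wells lacking compound mixture and 100% = no-enzyme blank wells; some compounds called inactive have numbers as strong as hits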
AP ELISA ortho: orthogonal test for alternative complement pathway inhibitors | Human serum alternative complement pathway, LPS-coated ELISA, C3 deposition; tested in compound mixtures | inhibition, % at 5 µM | hit rate 0.08% among 62,000 | AID 1235;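 active = inhibition above 30% in each of the two pooled mixtures holding the compound, so the lower value exceeds 30%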;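 note: 0% = serum in Mg-EGTA without compound and 100% = EDTA serum blank; some compounds past the cut are filed as inactive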
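Medium: diluted human serum in Mg2+-EGTA GVB++. Assay system: human serum complement alternative pathway, C3 deposition onto LPS. Also added: Plate-bound LPS. Technique: Anti-C3 ELISA, OD 450 nm. Measure: percent inhibition. Incubation: 1 h at 37 °C. Dosing: 5 µM each compound, pools of ten, 50 µM per pool.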
CatL block: blocks human cathepsin L protease activity | hit rate 0.17% among 58,000 | AID 460 | purified cathepsin L, fluorogenic substrate, fluorescence | inhibition, %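 (tested at 10 µM)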 | P07711; in the data active = inhibition above about 45%;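 note: 0% = enzyme with no compound and 100% = no enzyme blank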
Target sequence (P07711 114-288 limits assumed): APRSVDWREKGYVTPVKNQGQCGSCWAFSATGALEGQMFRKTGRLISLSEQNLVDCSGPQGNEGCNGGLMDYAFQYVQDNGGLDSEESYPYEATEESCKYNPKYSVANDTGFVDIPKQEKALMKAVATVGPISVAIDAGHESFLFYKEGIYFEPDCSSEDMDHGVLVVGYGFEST
Target sequence (P07711 292-333 limits assumed): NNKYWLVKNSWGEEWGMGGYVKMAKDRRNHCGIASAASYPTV
* = called active by the depositor; ? = inconclusive; . = not tested or not shown. Cut-off read from the data, not from the text of the source, unless noted: active = inhibition above about 20% (passing the limit was not always enough); inactive = the rest.

Values run as follows: FXIa mix inh | CatB inh | CatS block | Cathepsin G inh | FXIIa mix inh | CatB mix inh | C1s block | AP ELISA ortho | CatL block
> CCN(CC(=O)Nc1ccc(S(N)(=O)=O)cc1)S(=O)(=O)c1cc(C)ccc1OC
→ 3 | 2 | -7 | 3 | -2 | 2 | 4 | 2 | 11
> O=C(Nc1c2c(nn1-c1ccc(Cl)cc1)CS(=O)(=O)C2)c1ccc2c(c1)OCO2
→ 6 | 1 | 6 | 12 | 7 | 6 | 19 | 8 | 15
> Cc1ccccc1N(CC(N)=O)S(C)(=O)=O
→ -8 | 0 | -7 | 3 | 3 | -11 | -48 | 8 | -12
> COc1cc(NS(=O)(=O)c2ccc(OC)c(OC)c2)cc(OC)c1
→ 4 | 4 | 0 | -2 | 9 | -1 | -11 | 5 | -3
> COc1cc(C(=O)Nc2ccc(NC(=O)C(C)C)nc2)cc(OC)c1OC
→ 9 | 0 | -32 | 9 | 3 | 2 | 11 | 16 | 4
> COc1ccc2nc(NC(=O)CSc3nnc4n3C(C)(C)Cc3ccccc3-4)sc2c1
→ -10 | 4 | -12 | -13 | 2 | -4 | -70 | 1 | 7
> COc1ccc(N2C3=[N+](CC2(C)O)c2ccccc2CC3)cc1 (centres undefined)
→ 11 | 2 | -7 | 0 | 4 | 2 | 5 | 4 | 2
> CCOC(=O)N1CCN(c2ccc3nnnn3n2)CC1
→ 6 | -2 | 1 | 9 | -9 | 2 | 7 | 15 | 7
> Cc1nc(NCc2ccccn2)c2ccccc2n1
→ -3 | 5 | 1 | -1 | 10 | 1 | 4 | 5 | -2
> CC(C)NC(=O)c1ccccc1NC(=O)c1ccccc1N(C)S(C)(=O)=O
→ 3 | 0 | 4 | 14 | 2 | -10 | 1 | 0 | 7
> CC(C)Cc1nnc(NC(=O)c2ccncc2)s1
→ 3 | 9 | 12 | 14 | 1 | 0 | 15 | -11 | 12
> Cc1cc(C)cc(N(CC(=O)NCC2CCCO2)C(=O)CCC(=O)Nc2cc(C)on2)c1 (centres undefined)
→ 2 | 6 | 4 | 6 | 4 | 0 | -10 | 7 | 16
> C=CCNC(=O)NC(=O)COC(=O)COc1ccc(Br)cc1F
→ 12 | 5 | 12 | 14 | 11 | 5 | 16 | -2 | .
> O=C(O)c1cccc(N2CCCCS2(=O)=O)c1
→ 5 | -2 | -12 | -3 | -8 | -13 | -28 | 10 | 0
> O=C(Nc1ccc(-c2nnc(-c3ccccc3)o2)cc1)C1CCCO1 (centres undefined)
→ 9 | -4 | 1 | 5 | 5 | -2 | 6 | 9 | -5
> COc1ccc2oc(=O)c(C(=O)NCC3CCCO3)cc2c1 (centres undefined)
→ -18 | 5 | 7 | -28 | 9 | -1 | -65 | -1 | -25
> O=C(CCN1CCN(CC(=O)Nc2ccccc2Cl)CC1)Nc1ccccc1F
→ 4 | 6 | 4 | 13 | 1 | 2 | 11 | 8 | 23
> COc1cccc(NC(=O)Cn2cnc3sc(C)c(S(=O)(=O)N4CCN(C)CC4)c3c2=O)c1
→ 4 | 0 | -3 | 32 | 13 | 4 | -1 | 15 | -4
> COc1ccc(-n2c(SCC(=O)N3CCCCC3C)nnc2-c2cccnc2)cc1 (centres undefined)
→ -2 | 1 | 8 | 9 | 8 | -10 | -1 | 3 | -1
> CCC(=O)Nc1sc(C(=O)N2CCCCC2)c(C)c1C#N
→ 4 | -1 | 11 | 7 | 3 | -3 | -2 | 2 | 5
> Cc1cc(C)n2nc(S(=O)(=O)N(C)c3ccccc3)nc2n1
→ -3 | 1 | -2 | 9 | 3 | -6 | 4 | 7 | 5
> COCCN1Cc2cccc(C(=O)Nc3ccc(S(=O)(=O)N4CCCCCC4)cc3)c2C1=O
→ -2 | -4 | 17 | -2 | 8 | 7 | -1 | 8 | 9
> COc1ccc(-n2nc(C(=O)N3CCC(C#N)CC3)c3c4ccccc4n(C)c3c2=O)cc1
→ 9 | 0 | 5 | 10 | 4 | 5 | 18 | 8 | 4
> COc1cc2[nH]c(=O)n(CCCCCC(=O)NCCCN3CCOCC3)c(=O)c2cc1OC
→ 2 | 0 | 2 | 17 | 2 | 6 | 12 | 12 | -2
> Cn1c(CN2CCOCC2)nc2cc(NC(=O)c3ccc(F)cc3)ccc21
→ 12 | 3 | 14 | 12 | -18 | 6 | 5 | 4 | 16
> Cc1cccc(C)c1NC(=O)CSCCO
→ 9 | 2 | -4 | 8 | -3 | 0 | 7 | 28 | 12
> CCN(CC)C(=O)CN(C#N)c1nc(OC)nc(N(C)C)n1
→ 2 | 4 | 2 | 8 | 6 | 5 | -4 | 15 | .
> CCCCP(=O)(CCCC)c1ccccc1C(=O)O
→ 2 | 1 | -6 | 7 | 1 | 1 | 8 | 0 | 10
> O=C(O)c1ccc(S(=O)(=O)N2CCC(c3nc(-c4ccccc4Cl)no3)CC2)cc1
→ -2 | 3 | 0 | -5 | 1 | -4 | -22 | -2 | 15
> Cc1nc(SCC(=O)NCc2ccco2)nc(C)c1C
→ 2 | 3 | -46 | 4 | 8 | -1 | -24 | 17 | 14

New compounds follow
Values run as follows: FXIa mix inh | CatB inh | CatS block | Cathepsin G inh | FXIIa mix inh | CatB mix inh | C1s block | AP ELISA ortho | CatL block
> CCCn1c(NC(=O)c2ccco2)nc2ccccc21
→ 7 | 2 | 1 | 8 | -19 | 4 | 8 | 23 | -6
> CCNCC(O)COCC(O)CNCC (centres undefined)
→ 4 | -2 | 32 | 0 | 0 | 0 | -8 | 9 | 1
> COc1ccc(C)cc1-n1nnnc1SCC(=O)c1ccc2c(c1)OCCO2
→ 1 | 6 | 0 | 9 | -1 | 3 | 14 | 12 | .
> Cn1c(=O)[nH]c(=O)c2c1nc(SCC(O)CO)n2Cc1ccccc1Cl (centres undefined)
→ 2 | 1 | -4 | 10 | -6 | 1 | 13 | 10 | 9
> N#Cc1ccccc1Cn1c(=O)n(CCCC(=O)NCc2ccc3c(c2)OCO3)c(=O)c2ccccc21
→ -2 | 6 | 23 | -10 | 10 | 3 | -54 | -2 | 7
> CC1(C)CC(CCNC(=O)c2ccco2)CC(C)(C)N1
→ 1 | 3 | 4 | -10 | 7 | 3 | 1 | 2 | 4
> O=S(=O)(c1cccc(S(=O)(=O)N2CCC(n3nnc4ccccc43)CC2)c1)N1CCCCC1
→ -2 | 5 | 10 | 5 | 13 | 5 | -12 | 0 | 5
> CSc1ccc(Cl)c(C(=O)OCC(=O)N2CCOCC2)c1
→ -2 | 0 | 4 | 8 | 14 | 5 | 0 | 12 | 11
> CC(C)OC(=O)c1ccc(NC(=O)C2C3CC4OC(=O)C2C4C3)cc1 (centres undefined)
→ 2 | 2 | 6 | -2 | 9 | 2 | 1 | -3 | -1
> Cc1nc2c(-c3ccc(F)cc3)c(C)nn2c(C)c1CCC(=O)NC(C)CCc1ccco1 (centres undefined)
→ 3 | 5 | 7 | 12 | 14 | 7 | 6 | 12 | 25
> COc1cccc(Cn2cccc(NC(=O)NC3CCCCC3)c2=O)c1
→ 3 | 1 | 4 | 0 | 1 | 3 | 2 | -2 | 7
> O=C(NC1CCC(NC(=O)C2CCCO2)CC1)C1CCCO1 (centres undefined)
→ 2 | 9 | 6 | -2 | 2 | 6 | -33 | 9 | -1
> Cc1cc2c(cc1C)NC(c1ccccn1)C1=C(CC(C)(C)CC1=O)N2 (centres undefined)
→ 7 | 1 | -3 | 9 | 4 | 4 | 12 | 16 | -12
> O=C1C2CC=CCC2C(=O)N1c1nc2n(n1)C(c1ccccc1)CC(c1ccccc1)N2 (centres undefined)
→ 6 | 7 | 22 | -1 | 6 | 7 | 17 | 1 | 12
> Cc1ccc2cc(CN(CCO)Cc3nnnn3Cc3ccc(F)cc3)c(=O)[nH]c2c1
→ 1 | 6 | 14 | 8 | 8 | 2 | 11 | 5 | 27
> CCOc1ccccc1N(C(=O)Cn1nnnc1-c1ccc(C)o1)C(CC)C(=O)NC(C)(C)C (centres undefined)
→ 6 | 8 | 15 | -8 | 5 | 9 | -44 | -8 | 7
> CCOc1ccc(NS(=O)(=O)c2ccc(OCC(=O)NCCCOC)cc2)cc1
→ 5 | 1 | 6 | -6 | -2 | -6 | -58 | 4 | 11
> CC(c1ccccc1)n1c(-c2ccncc2)n[nH]c1=S (centres undefined)
→ 4 | 5 | 6 | 15 | 8 | 4 | 10 | 8 | .
> CCS(=O)(=O)Nc1ccc(-c2nnc(SCC(=O)OC)o2)cc1
→ -10 | -2 | 0 | 2 | -2 | -6 | -61 | 0 | 27
> CN(C)CCN1C(=O)C(=O)/C(=C(/O)c2ccc(F)cc2)C1c1ccccc1F (centres undefined)
→ -25 | 1 | -23 | -16 | 1 | -13 | -157 | 7 | .
> COc1ccc(OCC(=O)Nc2ccccc2OC(F)F)cc1
→ 0 | -2 | -2 | -5 | 7 | 5 | -35 | 12 | -2
> O=C(Nc1ccc2c(c1)OCO2)N1CCN(c2ncccn2)CC1
→ -6 | 4 | 12 | 0 | -6 | 1 | 6 | -6 | 6
> Cc1ccc(OCCCC(=O)Nc2ccc(N3CCOCC3)cc2)c(C)c1
→ 0 | 3 | -10 | 3 | 3 | -3 | -47 | 2 | 9
> COc1ccccc1NC(=O)C1C2CCCCC21 (centres undefined)
→ -5 | 0 | 4 | -4 | 2 | -2 | -32 | -8 | 13
> O=C(O)CCc1n[nH]c(=S)[nH]c1=O
→ 7 | -6 | -3 | -2 | -16 | 3 | 1 | 27 | -6
> CCOc1ccccc1C1CC(=O)Nc2cc(OC)c(OC)c(OC)c21 (centres undefined)
→ -7 | 3 | 8 | 7 | 0 | -3 | -3 | 7 | 12
> COCc1nc2ccccc2n1CCCOc1ccccc1
→ -2 | 3 | 23 | -6 | 0 | 4 | -9 | -13 | -2
> CS(=O)(=O)N(CCc1ccccc1)CC(=O)N1CCc2ccccc2C1
→ 2 | 5 | 13 | 12 | 4 | -4 | -1 | -16 | 18
> O=S(NC1CCCCC1)C12CC3CC(CC(C3)C1)C2 (centres undefined)
→ -12 | 1 | -6 | -8 | 0 | -2 | -157 | 9 | .
> Cc1cc(=O)[nH]c(SCc2nc3ccccc3s2)n1
→ 2 | 6 | -6 | 4 | -1 | -1 | -1 | 15 | 7

The list continues:
Values run as follows: FXIa mix inh | CatB inh | CatS block | Cathepsin G inh | FXIIa mix inh | CatB mix inh | C1s block | AP ELISA ortho | CatL block
> Cc1ccc(C(=O)Nc2ccccc2C(N)=O)o1
→ 0 | -1 | ? | 22 | 4 | 3 | 11 | -7 | 10
> O=C(CSc1nnc(Cc2ccccc2)o1)N1CCCc2ccccc21
→ 5 | 5 | 2 | 13 | 2 | 6 | 17 | 13 | -7
> O=c1oc2cc(Br)ccc2n1CSC1=NCCS1
→ 0 | -1 | -3 | -8 | -20 | 4 | -11 | 4 | 0
> O=P(O)(CCc1ccccn1)CN1CCOCC1
→ -1 | -2 | 0 | 0 | -8 | -4 | -11 | 4 | 2
> O=C(CSc1nnc(-c2ccco2)o1)NC1CCCCC1
→ -9 | -7 | 2 | -2 | -1 | -3 | -15 | 28 | -11
> CC(=O)NCCc1cc2ccc(C)cc2[nH]c1=O
→ -1 | -6 | 6 | 3 | -14 | 7 | -12 | 10 | 20
> CCOC(=O)c1c(C)oc(/N=C/c2ccccc2O)c1C#N
→ 6 | 2 | -8 | -3 | -1 | -5 | -5 | 16 | -5
> O=C(Nc1ccc2oc(-c3ccncc3)nc2c1)c1ccccc1F
→ -6 | 4 | -4 | 8 | -17 | -4 | -18 | 9 | -7
> O=S1(=O)N=C(Nc2ccc(O)c(CN3CCCCC3)c2)c2ccccc21
→ 0 | 6 | -4 | 9 | -1 | 3 | -1 | 6 | -9
> Cc1cc(NC(=O)CSc2ccccc2)no1
→ 2 | 8 | 7 | -7 | -2 | 2 | -36 | -5 | 8

Screens from PubChem.

These rows are one share of the data. The share of hits here may be higher or lower than overall.
